Peg3 prom inh: Peg3 promoter activity inhibition | inhibition, % at 20 µM | HeLa PEG-Prom luciferase reporter, luminescence, overnight | AID 588405 | 1.7% of 360,000 active;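 active = inhibition of at least 50% at 20 µM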
iPSC survival up: increases survival of single human iPS cells; hiPSC single-cell survival, ATPlite luminescence; 100% = ROCK inhibitor wells, 0% = DMSO; survival enhancement, % at 20 µM; 0.044% of 360,000 active; AID 602274; in the data active = survival enhancement above about 18%;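 note: cells exposed to compounds for 16 hours before the ATP read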
KKLEB cytotox: reduces viability of KKLEB cystic fibrosis airway cells | KKLEB CF airway cells viability, ATPlite luminescence, overnight; active compounds read low; cells stimulated with P. aeruginosa culture filtrate | 0.36% of 360,000 active | activity change (cytotoxicity), % at 5 µM;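 active = corrected activity change at or below -50% at 5 µM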
NR2E3 ag-1: agonists of human NR2E3 nuclear receptor; AID 602229; CHO-S Gal4-NCOR/VP16-NR2E3 two-hybrid, luciferase; 0.35% of 360,000 active; inhibition of corepressor binding, % at 3.98 µM; Q9Y5X4;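 active = inhibition above the mean of all tested compounds plus 3 SD, cut at about 70% in these data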;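 note: 0% = DMSO with NR2E3 transfected cells and 100% = cells lacking NR2E3 construct; higher means lower luciferase signal from less NR2E3 corepressor binding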
Target sequence (Q9Y5X4 whole entry, looked up, the tested form may be a part): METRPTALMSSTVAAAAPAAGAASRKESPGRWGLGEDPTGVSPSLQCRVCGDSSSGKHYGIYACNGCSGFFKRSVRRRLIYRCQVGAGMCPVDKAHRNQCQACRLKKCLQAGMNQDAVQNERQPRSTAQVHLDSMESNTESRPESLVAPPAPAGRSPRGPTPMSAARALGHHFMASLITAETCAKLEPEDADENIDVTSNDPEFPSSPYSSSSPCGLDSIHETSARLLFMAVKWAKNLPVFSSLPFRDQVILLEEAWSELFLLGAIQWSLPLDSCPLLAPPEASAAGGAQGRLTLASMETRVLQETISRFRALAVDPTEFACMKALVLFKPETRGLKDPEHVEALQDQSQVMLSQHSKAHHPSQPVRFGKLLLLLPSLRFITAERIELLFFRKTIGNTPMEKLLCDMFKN
NR2E3 ag-2: agonists of human nuclear receptor NR2E3 | 0.12% of 320,000 active | inhibition of corepressor binding, % at 4.78 µM | Q9Y5X4 | GST-NR2E3/biotin-RetCOR TR-FRET, 1536-well | AID 2300;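 active = percent inhibition above the cutoff of mean plus 3 SD of all tested compounds, set per screening campaign, cut at about 20% in these data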;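 note: 0% = DMSO wells and 100% = biotin wells as full block of FRET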
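Material: NR2E3–RetCOR corepressor complex / Incubation: Compound–protein incubation for 5 h at 4 °C / Dosing: compound at 4.8 µM, single dose / Detection: time-resolved FRET / Benchmarks: high control biotin, low control 0.6% DMSO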
TRPM1 prom inh: reduces MITF-dependent TRPM1 promoter luciferase signal; SK-MEL-5 TRPM1 promoter luciferase, 24 h; inhibition, % at 12.5 µM; 0.83% of 330,000 active;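 active = mean inhibition across replicates of 60% or more, whatever share of single replicates reaches that level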; note: values of inactives mirror those of a sister screen read the other way
CF NFkB block: cystic fibrosis NF-kB activation inhibition | 0.86% of 360,000 active | inhibition, % at 5 µM | AID 588850 | KKLEB NF-kB-GFP reporter, PAF-induced, GFP fluorescence overnight;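 active = at least 50% inhibition at 5 µM, scaled per plate between neutral and stimulator controls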;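 note: PAF is a Pseudomonas aeruginosa culture filtrate used as stimulus; plate controls were PAF-stimulated DMSO wells for no effect and unstimulated DMSO wells for full effect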
HIF-2a inh: blocks HIF-2a reporter activity; 0.72% of 360,000 active; AID 624352; inhibition, % at 18.8 µM; 786-0 RCC cells HIF-2a reporter, luciferase luminescence, overnight;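 active = inhibition of the luminescence signal of 40% or more relative to plate controls, in a single-dose primary screen at 18.75 µM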
aDG glyco act: alpha-DG glycosylation activation | activation, % at 10 µM | Pro5-aDG cells, alpha-DG glycosylation AlphaScreen (IIH6); 0% Pro5, 100% B10-LARGE cell signal | 0.22% of 360,000 active;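 active = activation of at least 8% versus controls, or a plate z-score of at least 8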;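 note: Pro5 are CHO cells carrying HIG-tagged alpha-DG that lacks glycosylation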
Shn3 3UTR inh: inhibitors of Schnurri-3 3'UTR reporter in osteoblasts; Clone20 osteoblast Shn3 3'UTR firefly luciferase, 24 h; inhibition, % at 12.5 µM; 0.52% of 360,000 active; AID 588674;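 active = mean inhibition of at least 75% with every replicate also reaching 75%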;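 note: 0% = median of neutral control wells and 100% = pilot-screen positive control compound; some compounds past the cut are filed as inactive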
TWEAK Fn14 block: TWEAK-Fn14 signaling inhibition. TWEAK-stimulated Fn14 reporter cells, luciferase luminescence, 8 h. inhibition, % at 10 µM. 2% of 360,000 active. AID 1159606; in the data active = inhibition above about 50%
Starred values were filed as active, the others as inactive; x = no result given.

1	CCOc1ccc(CCNC(=O)c2cccc(S(=O)(=O)N3CC(C)OC(C)C3)c2)cc1OCC (stereo not drawn)
2	Cc1cc(=O)n(CC(C)C)c(O)c1C#N
3	O=C(Cn1cc2c(n1)CCCC2)Nc1cc(-c2cccc(Cl)c2)no1
4	CCc1ncc(C(O)c2ccc(Cl)cc2)n1Cc1ccccc1 (stereo not drawn)
5	COCCCNC(=O)c1c(N)n(-c2cccc(S(N)(=O)=O)c2)c2nc3ccccc3nc12
6	O=C(CSc1ccccc1)NCCc1ccc(F)cc1
7	COc1ccccc1CN1CCNC(=O)C1CC(=O)NCCCN1CCCC1=O (stereo not drawn)
8	C=C(C)C1CC=C(C)/C(=N\NC(=S)Nc2ccc(C)cc2)C1 (stereo not drawn)
9	CCOc1ccc(OCC)c(NC(=O)c2[nH]c(C)c(C(C)=O)c2C)c1
10	Cn1c(=O)c2c(n3cnnc13)-c1ccccc1CC21CCCC1
Compound	1	2	3	4	5	6	7	8	9	10
aDG glyco act	0.0	-0.3	0.1	0.4	0.0	0.0	0.0	1.7	0.1	0.2
Shn3 3UTR inh	4	-11	-8	-5	-10	-34	-5	-15	27	-12
NR2E3 ag-1	-15	10	-19	-14	9	-13	18	14	-24	8
HIF-2a inh	7	5	-334	21	17	-60	5	-120	6	9
KKLEB cytotox	-8	-7	-6	-19	-21	-3	4	-4	-6	-15
TRPM1 prom inh	3	5	x	x	0	-9	11	-8	7	7
Peg3 prom inh	15	4	-187	-1	16	-57	1	-66	-5	22
CF NFkB block	21	5	-36	-10	-13	-6	-4	-2	0	18
NR2E3 ag-2	0	2	2	x	4	-1	3	-2	11	-2
TWEAK Fn14 block	3	-1	-33	6	-1	21	14	6	6	-10
iPSC survival up	-0.4	6.6	-0.3	-3.4	-4.1	1.4	2.1	1.0	3.0	-0.5

Entries shown so far containing sulfur (4):
1	CCOc1ccc(CCNC(=O)c2cccc(S(=O)(=O)N3CC(C)OC(C)C3)c2)cc1OCC (stereo not drawn)
5	COCCCNC(=O)c1c(N)n(-c2cccc(S(N)(=O)=O)c2)c2nc3ccccc3nc12
6	O=C(CSc1ccccc1)NCCc1ccc(F)cc1
8	C=C(C)C1CC=C(C)/C(=N\NC(=S)Nc2ccc(C)cc2)C1 (stereo not drawn)
Compound	1	5	6	8
aDG glyco act	0.0	0.0	0.0	1.7
Shn3 3UTR inh	4	-10	-34	-15
NR2E3 ag-1	-15	9	-13	14
HIF-2a inh	7	17	-60	-120
KKLEB cytotox	-8	-21	-3	-4
TRPM1 prom inh	3	0	-9	-8
Peg3 prom inh	15	16	-57	-66
CF NFkB block	21	-13	-6	-2
NR2E3 ag-2	0	4	-1	-2
TWEAK Fn14 block	3	-1	21	6
iPSC survival up	-0.4	-4.1	1.4	1.0

Continuation.
11	C[C@@H]1C[C@H](O)c2cc(Cl)ccc2N1
12	CCc1nn(C(CC)C(=O)NCc2cccc(OC)c2)c(=O)c2cc3occc3n12 (stereo not drawn)
13	COC(=O)c1ccccc1NC(=O)CN1CCC(C)CC1
14	CC(C)C(NC(=O)C1CCC(C(C)(C)C)CC1)C(=O)NCCCN1CCCCC1 (stereo not drawn)
15	Cc1cc(C(=O)Nc2cccnc2Cl)on1
16	Cn1c(SCc2nc3ccccc3c(=O)[nH]2)nc2ccccc21
17	CN(C)S(=O)(=O)CC12CCC(CC1=O)C2(C)C (stereo not drawn)
18	COC(=O)c1ccc(NC(=O)CSc2nnc(C)n2CC2CCCO2)cc1 (stereo not drawn)
19	C/C(=N/O)c1cc(C(C)(C)C)c(O)c(C(C)(C)C)c1
20	CCOc1ccc(C(=O)OC2CCCN(C)C2)cc1 (stereo not drawn)
Compound	11	12	13	14	15	16	17	18	19	20
aDG glyco act	0.1	0.0	-0.3	-0.2	0.0	-0.1	-0.2	-0.1	-0.2	0.2
Shn3 3UTR inh	4	-4	-20	8	-9	4	6	2	26	-3
NR2E3 ag-1	8	-21	1	-13	-29	-22	-29	-26	3	9
HIF-2a inh	10	12	13	-14	-3	-74	13	7	28	-23
KKLEB cytotox	-1	-4	-7	12	6	-1	4	14	-3	0
TRPM1 prom inh	10	6	2	-1	-17	-12	-12	-9	-2	-5
Peg3 prom inh	8	9	24	-37	-28	-14	5	3	16	-9
CF NFkB block	1	14	10	-15	-3	-23	-12	-6	13	13
NR2E3 ag-2	-1	0	0	-2	-3	-1	2	2	-1	-2
TWEAK Fn14 block	-11	0	0	-11	-18	8	3	30	15	-11
iPSC survival up	0.4	0.6	1.0	0.7	-1.5	3.9	0.2	0.0	-3.2	0.0

21	CCC1CCc2c(sc3ncnc(N4CCOCC4)c23)C1 (stereo not drawn)
22	COc1ccc2[nH]c3c(c2c1)CCN1C(=O)C(CC(=O)NCCCn2ccnc2)C[C@H](C(=O)N2CCCCC2)[C@@]31CCc1ccccc1 (stereo partly drawn)
23	CCOc1ccc(S(=O)(=O)/N=C(/Nc2ccc(S(N)(=O)=O)cc2)c2ccccc2)cc1
24	O=C(NN1C(=O)C2C3C=CC(C3)C2C1=O)c1cccc(Cl)c1 (stereo not drawn)
25	Cc1onc(-c2ccccc2Cl)c1C(=O)Nc1cccc(S(=O)(=O)N2CCOCC2)c1
26	Cc1csc(NC(=O)c2ccc(Cl)cc2[N+](=O)[O-])n1
27	CCN1CCN(c2ccc(S(=O)(=O)N3CCCCC3)cc2NC(=O)c2ccc(OC(F)F)cc2)CC1
28	O=C1CCC/C(=N/NC(=O)c2sc3ccccc3c2Cl)C1
29	Cc1ccc(S(=O)(=O)NCCC2=CCCCC2)cc1C(N)=O
30	COc1ccc(CCC(=O)N2CCN(C(=O)c3ccccc3)CC2)cc1
Compound	21	22	23	24	25	26	27	28	29	30
aDG glyco act	0.1	-0.1	-0.1	0.1	-0.2	0.4	0.2	0.0	2.6	-0.2
Shn3 3UTR inh	-2	-14	10	-13	3	-12	11	-32	73	-15
NR2E3 ag-1	2	9	4	5	-3	-122	-2	-28	75*	-18
HIF-2a inh	24	9	8	14	-3	-186	7	-168	7	8
KKLEB cytotox	-16	9	14	6	-2	8	1	-5	16	14
TRPM1 prom inh	-10	0	1	-3	-1	-52	-9	-17	20	-2
Peg3 prom inh	8	9	13	0	4	-190	-10	-147	5	-21
CF NFkB block	32	3	-13	5	-13	3	6	-31	-26	1
NR2E3 ag-2	-1	x	x	1	x	2	4	-1	-1	1
TWEAK Fn14 block	15	-1	-6	-7	-12	-12	12	-7	7	0
iPSC survival up	1.7	-1.2	-2.7	2.8	-2.6	-0.8	-0.3	1.0	-0.1	-0.3

31	CSc1ccc(CN2CCC(N3CCC(C(=O)NC4CC4)CC3)CC2)cc1
32	CCc1ccc(NC(=O)c2cc(-c3cccs3)on2)cc1
33	O=C(NCCCN1CCCC1=O)c1cc(NS(=O)(=O)c2ccc(F)cc2)cc(NS(=O)(=O)c2ccc(F)cc2)c1
34	OCCC1CN(Cc2cccn2-c2cccnc2)CCN1Cc1ccccc1 (stereo not drawn)
35	CCCn1nc2cc(C(=O)NCc3ccccc3OC)ccc2c1OCC
36	O=C(COC(=O)COc1ccc(Cl)cc1Cl)NC1CCCC1
37	Cn1c(SCC(=O)Nc2nncs2)nnc1C1CC1
38	Cc1cc(C)cc(C(=O)NCC(=O)OCC(=O)N2CCCCC2)c1
39	CCC(=O)Nc1cccc(-c2ccc(N3CCCCC3)nn2)c1
40	CCCCn1nnnc1C(c1cc2ccccc2o1)N1CCN(c2ncccc2C#N)CC1 (stereo not drawn)
Compound	31	32	33	34	35	36	37	38	39	40
aDG glyco act	-0.3	0.0	0.2	-0.1	-0.2	-0.2	-0.1	-0.3	-0.2	-0.1
Shn3 3UTR inh	5	-16	-20	1	1	4	-7	-6	-60	x
NR2E3 ag-1	6	-72	-5	2	13	-17	1	-9	-135	-25
HIF-2a inh	14	-308	18	9	0	10	6	15	-87	2
KKLEB cytotox	-10	-5	9	9	5	3	3	-24	-9	x
TRPM1 prom inh	x	-87	9	-2	-2	2	0	8	-21	x
Peg3 prom inh	-7	-267	13	4	-14	-11	11	0	-215	x
CF NFkB block	6	-16	-21	0	-9	-2	7	-11	-5	x
NR2E3 ag-2	x	7	-2	-1	3	x	4	1	2	x
TWEAK Fn14 block	5	5	12	-16	-9	-6	9	0	27	14
iPSC survival up	-2.0	0.7	2.5	0.0	0.8	-0.3	0.3	1.4	0.2	-0.6

41	COC(=O)c1ccc2c(=O)[nH]c(COC(=O)c3[nH]c(C)c(C(C)=O)c3C)nc2c1
42	CN1C(=O)S/C(=C/c2cccn2-c2cccc(C(=O)O)c2)C1=O
43	O=C(CSC1=NC(=O)C(c2ccccc2)C(=O)N1)Nc1cccc(Cl)c1 (stereo not drawn)
44	Cc1[nH]nc(C(F)(F)F)c1CCC(=O)NC1CCCCCC1
45	COc1ccc(OCCCC(=O)OCC(=O)N2CCN(S(=O)(=O)c3ccc(C)cc3C)CC2)cc1
46	O=C(COc1ncnc2ccccc12)N1CCN(c2ccccc2)CC1
47	CCOC(=O)/C(C(C)=O)=C1\OC(=O)c2ccccc21
48	COc1ccccc1N(CC(=O)Nc1cccnc1)S(C)(=O)=O
49	NNC(=O)c1cccn(Cc2cccc(C(F)(F)F)c2)c1=O
50	CCc1nnc(NC(=O)C2Cc3ccccc3C(=O)O2)s1 (stereo not drawn)
51	CCCn1c(SCC(=O)Nc2cccc(NC(C)=O)c2)nnc1C(C)C
52	COc1cc(OC)c(-c2nn3c(-c4ccco4)nnc3s2)cc1OC
Compound	41	42	43	44	45	46	47	48	49	50	51	52
aDG glyco act	-0.1	-0.3	-0.1	0.0	-0.2	-0.4	-0.1	0.0	0.4	-0.4	0.4	-0.4
Shn3 3UTR inh	25	61	-7	2	-11	-5	22	3	12	-9	1	-16
NR2E3 ag-1	-59	6	14	21	-14	5	2	-12	-16	-9	-1	21
HIF-2a inh	2	10	-2	-6	1	0	-10	7	10	2	20	-26
KKLEB cytotox	2	14	5	17	9	-18	-3	-8	1	13	-2	3
TRPM1 prom inh	8	-18	16	4	-4	11	-16	6	-15	x	-5	-2
Peg3 prom inh	36	7	6	7	10	-3	-16	15	5	1	9	22
CF NFkB block	34	-13	-5	-9	16	4	-10	4	-17	-5	11	-153
NR2E3 ag-2	x	3	-1	x	x	0	2	4	1	-3	1	x
TWEAK Fn14 block	46	-1	5	7	-9	-2	-1	4	8	7	-2	-27
iPSC survival up	2.5	0.8	-2.8	3.3	2.5	-1.5	-1.5	-2.1	-0.6	2.7	-3.2	0.6

Arranged by formula weight (rising): some entries from above.
2	Cc1cc(=O)n(CC(C)C)c(O)c1C#N
19	C/C(=N/O)c1cc(C(C)(C)C)c(O)c(C(C)(C)C)c1
8	C=C(C)C1CC=C(C)/C(=N\NC(=S)Nc2ccc(C)cc2)C1 (stereo not drawn)
Compound	2	19	8
aDG glyco act	-0.3	-0.2	1.7
Shn3 3UTR inh	-11	26	-15
NR2E3 ag-1	10	3	14
HIF-2a inh	5	28	-120
KKLEB cytotox	-7	-3	-4
TRPM1 prom inh	5	-2	-8
Peg3 prom inh	4	16	-66
CF NFkB block	5	13	-2
NR2E3 ag-2	2	-1	-2
TWEAK Fn14 block	-1	15	6
iPSC survival up	6.6	-3.2	1.0
